Screening data deposited in PubChem by several laboratories.
NOD2 RIPK2 PPI – inhibitors of human NOD2-RIPK2 interaction | CHO BLA complementation NOD2-RIPK2, CCF4 ratio | O43353 | inhibition, % at 4.98 µM | hit rate 0.38% among 360,000; in the data active = inhibition above about 21%;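 also: 0% = vehicle only and 100% = reference blocker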
Target sequence (O43353 whole entry, looked up): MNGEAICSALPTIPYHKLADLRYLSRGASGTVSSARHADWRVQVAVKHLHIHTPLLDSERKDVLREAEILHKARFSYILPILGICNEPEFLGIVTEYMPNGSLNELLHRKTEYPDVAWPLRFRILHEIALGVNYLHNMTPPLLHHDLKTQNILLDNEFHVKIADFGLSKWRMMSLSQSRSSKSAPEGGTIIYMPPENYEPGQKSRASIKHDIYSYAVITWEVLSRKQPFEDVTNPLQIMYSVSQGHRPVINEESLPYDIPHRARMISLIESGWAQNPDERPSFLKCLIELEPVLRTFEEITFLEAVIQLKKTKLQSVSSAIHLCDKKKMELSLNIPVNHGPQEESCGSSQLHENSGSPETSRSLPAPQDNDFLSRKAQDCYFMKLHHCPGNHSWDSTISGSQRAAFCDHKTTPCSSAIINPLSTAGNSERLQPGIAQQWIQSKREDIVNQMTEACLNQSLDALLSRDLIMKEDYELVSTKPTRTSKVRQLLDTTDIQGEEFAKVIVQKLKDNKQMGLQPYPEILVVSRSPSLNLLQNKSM
MC4R barr agon – agonists of human melanocortin 4 receptor (MC4R) beta-arrestin | P32245 | U2OS MC4R beta-arrestin complementation, luminescence; percent of melanotan II response, DMSO zero | activation, % at 8.9 µM | hit rate 0.98% among 360,000 | AID 540308;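 active = activation above a per-plate cutoff, the mean activation of sample wells on that plate plus 3 SD, cut at about 8% in these data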
Target sequence (P32245 whole entry, looked up): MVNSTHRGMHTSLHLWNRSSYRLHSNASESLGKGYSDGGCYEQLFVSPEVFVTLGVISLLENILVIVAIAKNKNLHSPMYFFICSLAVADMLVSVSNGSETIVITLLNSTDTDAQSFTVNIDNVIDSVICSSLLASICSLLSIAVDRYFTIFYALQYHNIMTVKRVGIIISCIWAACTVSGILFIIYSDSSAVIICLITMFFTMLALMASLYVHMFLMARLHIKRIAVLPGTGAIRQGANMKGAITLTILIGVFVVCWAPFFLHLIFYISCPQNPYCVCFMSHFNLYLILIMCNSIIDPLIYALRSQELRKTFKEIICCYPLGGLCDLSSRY
TLR9-MyD88 inh – TLR9-MyD88 interaction inhibition. CHO BLA complementation TLR9-MyD88, CCF4 FRET ratio. hit rate 0.21% among 340,000. inhibition, % at 4.98 µM. Q9NR96+Q99836. AID 504734;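 active = inhibition above the mean over all tested compounds plus 3 SD, cut at about 21% in these data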;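 also: 0% = DMSO only wells and 100% = clavulanate BLA inhibitor control wells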
aDG glyco up – alpha-DG glycosylation activation | Pro5-aDG cells, alpha-DG glycosylation AlphaScreen (IIH6); 0% Pro5, 100% B10-LARGE cell signal | activation, % at 10 µM | hit rate 0.22% among 360,000 | AID 624168;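 active = activation of at least 8% versus controls, or a plate z-score of at least 8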;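 also: Pro5 are CHO cells carrying HIG-tagged alpha-DG that lacks glycosylation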
Granule exo inh – blocks lytic granule exocytosis. hit rate 0.66% among 360,000. inhibition, % at 10 µM. AID 651702. TALL-104 LAMP-1 surface exposure, flow cytometry; cells stimulated with thapsigargin and PMA;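 active = inhibition above about 55%, limit read from the data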
ABHD5-PLIN5 inh – inhibitors of human ABHD5-perilipin-5 interaction. Q00G26+Q8WTS1. Split G. princeps luciferase complementation, luminescence, 4 h. inhibition, % at 4 µM. hit rate 0.78% among 360,000. AID 602281;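 active = inhibition above the mean inhibition across every tested compound plus 3 SD, cut at about 22% in these data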;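 also: 0% = DMSO only wells and the 100% control is not disclosed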
MC4R antag cAMP – antagonists of human melanocortin 4 receptor (MC4R); P32245; MC4R-expressing cells, MTII-stimulated cAMP, LANCE TR-FRET; inhibition, % at 6.5 µM; hit rate 0.48% among 360,000; AID 540295;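 active = inhibition above its plate's cutoff, the mean of tested wells on that plate plus 3 SD, cut at about 29% in these data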;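 also: 0% = Melanotan II alone and 100% = Melanotan II plus saturating MCL0020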
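system = U2OS cells with stable human MC4R expression | also added = Melanotan II challenge after compound preincubation | dosing = one concentration, 6.5 µM nominal | incubation = compound 30 min, challenge 1 h, detection 1 h | measured by = TR-FRET with Eu-cAMP and labeled anti-cAMP, 671 nm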
N-glyco inh – N-linked glycosylation inhibition; D54 ERlucT glycosylation luciferase reporter, 24 h; percent of 100 nM tunicamycin response; reporter increase, % at 12.5 µM; hit rate 0.23% among 360,000; AID 588692;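 active = mean luciferase reporter signal, scaled so untreated is 0 and the glycosylation-blocking control 100, at or above a set limit in every replicate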;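 also: luciferase carries N-glycosylation sites so blocking glycosylation raises the light; 0% = median of neutral control wells and 100% = median of 100 nM tunicamycin wells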
ABCB6 inh MLPCN – human ABCB6 transporter inhibition. fluorescence ratio to DMSO, % at 10 µM. Q9NP58. K562-ABCB6 porphyrin accumulation, flow cytometry, 1 h; stronger effect = lower value. hit rate 0.19% among 360,000;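 active = fluorescence ratio to DMSO below 75%, the collection mean minus 3 SD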;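 also: signal is porphyrin accumulated inside mitochondria; 100% equals median channel fluorescence of DMSO control wells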
Vif inh – inhibitors of HIV Vif | AID 602346 | hit rate 0.35% among 340,000 | inhibition, % at 7.49 µM | HEK293T cells, Vif self-association by quenched fluorescence, imaging, 24 h; in the data active = inhibition above about 50%, passing the limit was not always enough; also: some results filed as inactive read as strong as hits
Numbers without * were called inactive; · = no result given. Only part of the results is shown; rates above refer to the full screens.

SMILES	NOD2 RIPK2 PPI	MC4R barr agon	TLR9-MyD88 inh	aDG glyco up	Granule exo inh	ABHD5-PLIN5 inh	MC4R antag cAMP	N-glyco inh	ABCB6 inh MLPCN	Vif inh
CCn1c(=O)c2[nH]c(SC)nc2n(CC)c1=O	-18.6	-1.2	1.4	-0.1	1.1	0.1	0.0	3.0	98.0	19.1
O=C(Nc1ccccc1)OCCOc1ccccc1	-6.1	0.3	4.1	-0.3	-0.7	-5.3	0.9	0.4	97.0	2.5
CC(c1ccccc1)n1c(N2CCN(C)CC2)nc2c1c(=O)[nH]c(=O)n2C (stereo unspecified)	-10.5	0.4	-1.0	-0.1	0.6	5.2	-4.8	0.7	101.0	-2.1
CCOC(=O)C1C(=O)NC(SCC(=O)OC)=C(C#N)C1c1ccccc1OCC (stereo unspecified)	6.0	-2.1	1.7	0.1	0.9	-3.3	12.8	-0.9	96.0	11.2
CCNC(=O)C1CCCN(C(=O)c2ccc3snnc3c2)CC1 (stereo unspecified)	3.1	-2.0	·	-0.4	4.0	-7.8	-1.9	1.0	98.0	-11.8
CCOC(=O)C1=CN2CCCC[C@@H]2CC1=O	3.2	1.0	-2.1	0.0	6.6	-2.7	-2.1	2.0	99.0	0.4
CCCCCCCCN1C(=O)[C@H](CC(=O)NCCCN2CCCC2=O)C[C@@]2(C(=O)OCC)CCCC=C12	-9.8	·	·	0.0	9.0	-0.6	·	·	96.0	·
CSc1ccc(/C=N/NC(=O)CNc2ccc3ccccc3c2)cc1	0.1	0.6	-14.4	0.2	0.6	1.0	4.5	3.3	107.0	10.6
N#CC(C#N)=C(Nc1ccc(F)cc1)SCc1cccc(Br)c1	11.3	0.7	-8.9	0.2	10.2	7.7	3.7	-15.1	91.0	0.1
COc1cccc(/C=C/C(=O)OCC(=O)NCc2ccc3c(c2)OCO3)c1	-14.0	1.1	-1.8	0.0	-2.7	-1.6	1.2	0.4	96.0	40.7
CC(CCc1ccccc1)NC(=O)C1CCN(S(=O)(=O)c2cnc[nH]2)CC1 (stereo unspecified)	-3.2	0.3	9.4	0.0	1.3	0.8	-1.4	-2.5	95.0	·
O=[N+]([O-])c1ccccc1S(=O)(=O)c1ccccc1	-6.3	-2.8	2.6	0.1	4.3	-1.6	4.8	1.5	100.0	-10.3
O=P(O)(Cc1ccccc1)c1ccccc1	-6.4	0.2	1.4	0.1	3.1	-8.9	4.2	1.6	96.0	-0.7
COc1ccc(-c2cc(C#N)nc(N3CCNCC3)n2)cc1	-0.2	0.5	-4.7	1.2	1.3	5.2	0.4	-1.7	99.0	7.5
Cc1cnc(C)c(Nc2nc(C(N)Cc3ccccc3)cs2)n1 (stereo unspecified)	2.1	3.6	·	0.3	4.1	-4.3	4.2	4.0	103.0	8.6
O=S1(=O)CC(N2CCCC2)CN1Cc1cn(Cc2ccc(Cl)cc2)nn1 (stereo unspecified)	1.5	·	·	-0.1	9.0	-11.8	·	·	96.0	·
CN1C(=O)/C(=C2/C=Cc3ccccc3N2CCCS(=O)(=O)O)SC1=S	-3.3	-4.8	-3.4	-0.2	-0.9	16.6	-33.0	-2.3	105.0	0.8
O=C(NCc1cccs1)C(=O)NCC(c1ccco1)N1CCN(c2ccccc2)CC1 (stereo unspecified)	2.8	-1.3	2.4	0.2	2.2	-2.2	4.0	-3.2	98.0	5.0
O=C(Nc1ncc2c(n1)CC(c1cccc(Cl)c1)CC2=O)c1ccco1 (stereo unspecified)	-16.6	-0.2	10.2	1.2	-5.0	6.7	1.9	-0.4	104.0	0.0
O=C(CN1CCN(c2ccccc2F)CC1)Nc1ccc2c(c1)CCC2	-10.0	-2.2	5.0	-0.4	5.2	-2.3	8.0	0.9	101.0	17.9
COc1ccccc1N1CCN(C(=O)C2CCN(S(=O)(=O)N3CCOCC3)CC2)CC1	-17.2	-2.0	1.5	-0.2	5.1	0.1	6.9	-0.9	101.0	-3.8
COc1ccc(OCC(O)CNS(=O)(=O)c2ccc(C)cc2)cc1 (stereo unspecified)	-0.9	0.7	·	0.0	-0.3	-1.7	2.5	0.1	91.0	-5.7
Cc1cc(=O)oc2cc(OCC(=O)NC3CCCCC3)ccc12	-0.1	-1.0	4.5	-0.1	-6.8	-4.9	5.9	-0.4	103.0	7.4
Cc1ccc(Nc2nc(N/N=C/c3c[nH]c4ccccc34)nc(N3CCOCC3)n2)cc1	-5.4	2.8	-18.1	0.5	63.1*	1.1	31.1*	-7.3	91.0	-1.1
OC1CCN(c2ncnc3nc[nH]c23)CC1	-1.2	0.1	4.8	0.1	8.0	-4.9	16.2	-1.0	99.0	3.1

Entries of single compounds as entered above:
O=C(CN1CCN(c2ccccc2F)CC1)Nc1ccc2c(c1)CCC2 across the screens: NOD2 RIPK2 PPI: -10.0; MC4R barr agon: -2.2; TLR9-MyD88 inh: 5.0; aDG glyco up: -0.4; Granule exo inh: 5.2; ABHD5-PLIN5 inh: -2.3; MC4R antag cAMP: 8.0; N-glyco inh: 0.9; ABCB6 inh MLPCN: 101.0; Vif inh: 17.9
O=P(O)(Cc1ccccc1)c1ccccc1 across the screens: NOD2 RIPK2 PPI: -6.4; MC4R barr agon: 0.2; TLR9-MyD88 inh: 1.4; aDG glyco up: 0.1; Granule exo inh: 3.1; ABHD5-PLIN5 inh: -8.9; MC4R antag cAMP: 4.2; N-glyco inh: 1.6; ABCB6 inh MLPCN: 96.0; Vif inh: -0.7

(next part)
SMILES	NOD2 RIPK2 PPI	MC4R barr agon	TLR9-MyD88 inh	aDG glyco up	Granule exo inh	ABHD5-PLIN5 inh	MC4R antag cAMP	N-glyco inh	ABCB6 inh MLPCN	Vif inh
Cc1[nH]c2ccccc2c1/C=N/NC(=O)c1cc(C(C)C)[nH]n1	-16.9	2.0	-5.8	-0.1	-0.3	1.7	-8.7	1.8	89.0	2.1
Cc1ccc(Nc2c(-c3ccccc3O)nc3cnccn23)cc1	14.5	2.6	-2.6	0.1	0.3	3.9	10.5	-2.4	100.0	-4.1
CCc1ccc(/C=C2/C(=O)N(c3ccccc3)C(=S)N2CC(=O)OC)s1	2.7	10.3*	29.0*	-0.4	-8.4	3.6	4.4	2.0	103.0	1.3
CCN(C(=O)CC(C)C)c1nnc(Cn2nnc3ccccc32)s1	-0.6	0.4	6.8	3.4	-2.8	2.8	2.5	3.2	97.0	-9.2
COc1ccc2c(CN3CCCCCCC3)cc(=O)oc2c1	-1.0	·	·	-0.1	2.2	1.4	·	-1.9	104.0	·
O=C(NN=C1C2CC3CC(C2)CC1C3)c1cccs1	5.0	0.0	6.4	-0.4	-3.6	3.0	6.5	3.0	97.0	-6.3
O=C(Oc1ccccc1-c1nnco1)c1ccccc1	2.2	-0.8	-6.9	0.0	-1.5	-0.8	-6.6	-2.8	89.0	7.6
COc1cccc(C(=O)Cn2c(NCCO)nc3ccccc32)c1	7.9	-0.8	-7.6	0.0	-3.0	1.9	-10.4	-4.6	104.0	-4.7
O=C(O)C1(Nc2ccccc2)CCCC1	2.5	-3.2	-9.2	0.1	-2.3	3.3	-2.0	3.0	95.0	11.2
O=C(CSc1nnc(Cc2ccccc2)o1)N1CCCC1	1.1	4.1	1.2	-0.1	4.8	11.1	-1.1	0.9	89.0	-8.4
O=C(NCCc1ccc(Cl)cc1)C1CCCN1C(=O)Nc1ccc(F)cc1 (stereo unspecified)	-7.3	-0.6	-0.3	0.0	-3.4	4.2	8.1	-0.5	89.0	5.1
Cc1ccc(C)c(N(C(=O)c2snc(C(N)=O)c2N)C(C(=O)NCC2CCCO2)c2ccc(C)o2)c1 (stereo unspecified)	4.9	-0.1	3.3	-0.2	7.3	-2.6	12.1	-2.2	94.0	1.9
Cc1cccn2c(=O)c(C(=O)NCCCN3CCCCC3C)c(O)nc12 (stereo unspecified)	1.9	1.6	4.2	0.0	-10.6	4.1	6.5	1.3	100.0	-4.8
CCOc1cccc(C=Nc2cc(C)cc(C)c2O)c1O	3.4	0.6	-0.2	0.0	-1.2	3.4	3.5	7.9	105.0	-3.2
COc1ccc(OCCNC(=O)c2ccccc2OCC(=O)N2CCCCC2)cc1	1.2	1.1	4.2	0.4	-5.1	-2.3	-4.2	1.4	96.0	·
O=c1oc2ccccc2nc1/C=C(\O)c1ccc(Br)cc1	10.7	0.4	-1.6	0.7	-3.8	-1.4	-4.9	-1.1	92.0	-14.6
Cc1ccccc1OCCn1c(=O)sc2ccccc21	5.2	-0.6	-4.7	0.5	1.3	-6.8	2.3	-5.0	92.0	-0.2
COc1cc(/C=N/Nc2nncn2/N=C/c2ccc(O)c(OC)c2)ccc1O	-2.2	0.5	5.4	0.0	2.5	-46.3	-7.9	-2.4	103.0	0.6
CCOC(=O)c1c(C)[nH]c(C(=O)CN2CCOCC2)c1C	8.0	-0.3	-4.0	-0.2	0.7	8.5	-3.5	-1.3	120.0	-1.1
CCOC(=O)c1c(N)n(-c2ccc(N)cc2)c2nc3ccccc3nc12	-4.7	-0.8	2.3	-0.2	-2.2	6.5	0.5	-0.1	97.0	-1.6
CCCN(C(=O)c1ccc(OCC(C)C)cc1)c1c(N)n(Cc2ccccc2)c(=O)[nH]c1=O	-2.2	-0.2	4.5	-0.2	-1.0	4.0	-2.0	5.5	103.0	-17.8
CCOC(=O)C1(CCOc2ccccc2)CCN(C(=O)CCSC)CC1	-5.1	-0.4	-3.7	0.1	1.9	3.9	0.0	-1.4	102.0	-5.4
CC12CCC(=O)N1C(C(=O)NCCc1ccc(F)cc1)CS2 (stereo unspecified)	-6.1	-2.6	1.8	0.1	-2.2	2.3	14.8	-0.1	100.0	-15.4
Cc1ccc(NC(=O)CCOc2ccccc2)cc1	-6.1	-0.5	0.2	-0.1	-17.5	3.3	7.8	1.6	97.0	-6.4
O=C(Cn1ccc(C(F)(F)F)n1)Nc1cccc(S(=O)(=O)N2CCCCC2)c1	12.0	-0.5	1.8	0.2	-1.5	-5.9	2.3	1.2	98.0	-1.4
CCOC(=O)c1c(C)[nH]c(C)c1S(=O)(=O)NCc1ccccc1OCC	0.3	-2.0	-5.7	-0.4	-0.5	-0.8	12.0	-0.3	98.0	0.6
COc1cc(S(=O)(=O)N2CCC(O)(c3cccc(C(F)(F)F)c3)CC2)ccc1-n1cnnn1	-2.9	0.0	2.5	0.5	-0.5	0.7	19.1	-0.6	97.0	2.1
C/C(=N/NC(=O)Cc1cccc2ccccc12)c1cccs1	0.6	2.6	0.7	2.1	-2.2	-3.5	1.4	-3.0	82.0	-15.8
CCc1c(C(=O)Nc2nnc(C3CC3)s2)csc1C	1.2	-0.1	1.4	0.3	0.0	10.9	5.1	2.1	104.0	4.1
O=C(CCNS(=O)(=O)c1ccc(Br)cc1)NC1CCCCC1	-0.9	-1.5	-3.8	0.1	-2.2	2.8	-5.0	-1.0	92.0	-1.3
